aSyn 5UTR inh: 5' untranslated region of α-synuclein, MLPCN primary screen. alpha-synuclein 5'UTR reporter, inhibitor activity. inhibition, % (tested at 7.5 µM). 300,000 compounds, 0.82% hits. AID 1813; in the data active = inhibition above about 60%;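 note: H4 neuroglioblastoma cells stably carrying SNCA 5'UTR luciferase fusion; 0% = DMSO wells and 100% = positive control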
IEC-6 tox: counter-screen for KLF5 inhibitors: cytotoxicity in IEC-6 cells. IEC-6 cytotoxicity, luminescence viability. inhibition, % at 5 µM. 290,000 compounds, 0.78% hits; in the data active = inhibition above about 22%;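 note: 0% = plate median of test compound wells and 100% = cytotoxic reference compound wells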
HSP90 refold inh: HSP90 refolding inhibition in rabbit reticulocyte lysate. 290,000 compounds, 0.91% hits. inhibition, % at 5.6 µM. AID 1789. luciferase refolding luminescence, 3 h;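 active = inhibition above the screen-wide mean plus 3 SD, computed separately per campaign, cut at about 16% in these data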;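 note: 0% = DMSO wells and 100% = 60 µM geldanamycin wells; inhibitors lower the luminescence because luciferase stays unfolded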
HSF1 inhib: HSF1 inhibition. NIH3T3-HGL HSE-luciferase, MG132-induced, luminescence 8 h; active compounds read low. activity change, negative = inhibition, % at 7.5 µM (by protocol). 300,000 compounds, 0.77% hits;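 active = more than half of replicate wells show activity change below -50%, luminescence cut by over half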;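 note: luciferase reports HSF-1 transcriptional activity via heat shock element; 0% = median of DMSO wells and -100% = zero luminescence signal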
KLF5 inh: kruppel-like factor 5 inhibition; DLD-1 KLF5 promoter-luciferase reporter, luminescence; 290,000 compounds, 0.23% hits; inhibition, % at 5 µM;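 active = inhibition above a per-plate limit of that plate's mean compound inhibition plus 3 SD, cut at about 60% in these data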;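 note: 0% = DMSO wells and 100% = LY294002 at 200 µM; higher means less KLF5 promoter-driven luciferase light; inactives centre near -14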
DYRK1A inh: blocks rat Dyrk1A kinase activity; Q63470; ADP-Glo luminescence, NFATc1 peptide; inhibition, % at 12.5 µM; 310,000 compounds, 0.43% hits; in the data active = inhibition above about 50%;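 note: plate controls were vehicle with enzyme for no effect and no enzyme for full effect; many of its hits are not listed in these tables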
GSK3 alpha inh: blocks human GSK-3 alpha kinase | AID 2650 | P49840 | 320,000 compounds, 0.1% hits | inhibition, % at 10 µM | ADP-Glo luminescence, 60 min;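 in the data active = inhibition above about 50%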;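 note: GST-tagged GSK-3 alpha with peptide substrate and 25 µM ATP; 0% = DMSO neutral wells and 100% = GW8510 positive control wells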
Target sequence (P49840 whole entry, looked up): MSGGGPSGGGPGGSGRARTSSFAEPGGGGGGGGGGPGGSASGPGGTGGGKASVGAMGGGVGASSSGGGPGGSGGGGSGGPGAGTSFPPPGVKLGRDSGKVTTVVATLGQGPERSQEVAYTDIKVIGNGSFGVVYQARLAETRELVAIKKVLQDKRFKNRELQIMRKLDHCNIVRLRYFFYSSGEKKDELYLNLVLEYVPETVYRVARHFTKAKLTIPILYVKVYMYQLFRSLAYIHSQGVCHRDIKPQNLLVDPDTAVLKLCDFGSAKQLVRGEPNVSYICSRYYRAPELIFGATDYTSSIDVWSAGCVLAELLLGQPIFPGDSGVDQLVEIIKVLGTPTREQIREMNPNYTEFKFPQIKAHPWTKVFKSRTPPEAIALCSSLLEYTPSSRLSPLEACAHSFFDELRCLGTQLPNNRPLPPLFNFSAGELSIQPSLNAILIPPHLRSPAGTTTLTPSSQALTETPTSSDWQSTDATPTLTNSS
GSK3beta inhib: blocks human GSK3beta kinase activity; GST-GSK3beta kinase, ADP-Glo luminescence, 60 min; active compounds read low; activity score (negative = inhibition), % at 10 µM; 300,000 compounds, 0.038% hits;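 active = more than half of replicate wells score below -50%, meaning over 50% inhibition versus plate controls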;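 note: 0% = median DMSO wells and -100% = median GW8510 positive control wells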
Target sequence (P49841 whole entry, looked up): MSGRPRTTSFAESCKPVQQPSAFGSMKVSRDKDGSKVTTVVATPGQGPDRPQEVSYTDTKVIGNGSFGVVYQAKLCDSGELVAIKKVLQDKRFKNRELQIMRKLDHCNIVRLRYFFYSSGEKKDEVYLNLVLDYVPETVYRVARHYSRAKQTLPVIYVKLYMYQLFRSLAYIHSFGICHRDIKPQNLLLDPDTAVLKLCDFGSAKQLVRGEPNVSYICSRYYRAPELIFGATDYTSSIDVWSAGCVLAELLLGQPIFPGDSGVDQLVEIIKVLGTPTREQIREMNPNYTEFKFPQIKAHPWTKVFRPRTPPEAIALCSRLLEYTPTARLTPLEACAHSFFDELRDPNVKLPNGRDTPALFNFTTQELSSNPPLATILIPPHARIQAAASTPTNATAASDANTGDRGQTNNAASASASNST
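Assay system: GST-fused GSK3beta enzyme, cell-free / Medium: Tris pH 7.5 buffer with MgCl2, DTT, BSA, heparin / Also added: peptide substrate plus 25 µM ATP (final) / Compound: 10 µM single point / Timing: kinase reaction with compound 60 min at room temperature / Detection: ADP-Glo luminescence / Benchmarks: DMSO neutral wells and GW8510 at 20 µM as positive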
HSF-1 act: increases HSF-1 driven luciferase reporter signal; NIH3T3-HGL HSF-1 luciferase reporter, MG132, 8 h; 100% = twice DMSO control signal; activation, % at 9 µM; 300,000 compounds, 1.7% hits; AID 504408;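 active = mean replicate activation of at least 50% with a set share of replicates each reaching 50%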;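 note: 0% = median of the neutral control wells and 100% = twice that signal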
Platelet DG rel: modulates dense granule release in human platelets; human platelet-rich plasma, SFLLRN dense granule ATP release, luminescence; inhibition, %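 (compounds screened at 7.5 µM in platelet-rich plasma)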; 300,000 compounds, 0.22% hits;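 active = mean replicate score, as percent of positive control, at or above 50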
Active calls of the source: *; / = no result given. This is a subset. The share of hits here may be higher or lower than overall.

Every second line gives: aSyn 5UTR inh	IEC-6 tox	HSP90 refold inh	HSF1 inhib	KLF5 inh	DYRK1A inh	GSK3 alpha inh	GSK3beta inhib	HSF-1 act	Platelet DG rel
#1 Cc1ccc(Cn2cnc3sc4c(c3c2=O)CCC4)c(C)c1
→ 9.6	1.8	5.6	/	-21.7	-3.3	-3.0	-0.4	/	-2.7
#2 O=C(Nc1nnc(C2CC2)s1)C1Cc2ccccc2CN1S(=O)(=O)c1cccs1 (stereo unspecified)
→ -66.4	-0.3	0.9	20.0	-16.9	-4.2	-0.6	1.1	36.8	-15.8
#3 CCOc1cccc2c1OC1(C)CC2NC(=O)N1c1ccc(OC)cc1 (stereo unspecified)
→ 5.6	-3.6	2.6	3.4	-43.3	3.5	4.4	2.2	-9.6	-10.2
#4 CN1C(=O)[C@@H]2[C@H](C1=O)[C@@H]1C(=O)Nc3ccccc3C(=O)N1[C@@H]2c1ccc(Br)cc1
→ 21.0	/	/	6.9	/	2.5	/	0.0	16.2	2.1
#5 Cc1cccc(NC(=O)Nc2cccc(C#N)c2)n1
→ -170.3	-1.1	-2.2	27.2	-53.1	-3.8	4.2	-0.8	41.4	-19.0
#6 Cc1[nH][nH]c(=O)c1C=NCc1cccs1
→ -5.2	-0.2	-1.0	26.7	2.5	-2.9	0.8	0.8	68.9*	-1.0
#7 COc1ccc(OC)c(N2C(=NC(=O)C3CCCCC3)SC3CS(=O)(=O)CC32)c1 (stereo unspecified)
→ 19.3	0.3	-5.0	0.9	-15.3	-5.7	-0.2	0.4	6.9	3.2
#8 COc1ccc(/C=N/NC(=O)c2cnccn2)c(OC)c1OC
→ -1.3	5.6	-2.6	-2.7	-26.1	-2.9	-5.8	1.1	-5.9	0.2
#9 Cc1cc(=O)c(C(=O)O)nn1-c1ccccc1[N+](=O)[O-]
→ 0.0	-2.3	3.3	-4.8	-17.1	-0.1	2.7	0.3	-5.3	0.6
#10 CCn1c(SCC(=O)Nc2nccs2)nnc1-c1cccnc1
→ -0.3	0.5	-0.1	-8.0	-12.4	-2.4	10.4	0.9	-3.6	-6.0
#11 CCOc1ccc(C(=O)NNC(=O)CCNC(=O)c2ccco2)cc1OC
→ -5.8	/	/	-8.9	/	-7.2	0.1	1.5	-1.0	-7.5
#12 Cc1[nH]n(C(N)=S)c(=O)c1N=Nc1ccc(Cl)cc1Cl
→ -111.8	-6.4	7.4	4.4	-127.4	4.1	-1.3	-0.8	20.7	-9.0
#13 Cc1ccc(CNC(=O)c2nn(C)c(C)c2[N+](=O)[O-])cc1
→ 14.1	-2.9	0.1	-4.7	0.0	3.3	2.9	3.3	15.2	-8.3
#14 COc1ccc2cc(C3CC(c4cccs4)=NN3S(C)(=O)=O)c(Cl)nc2c1 (stereo unspecified)
→ -62.3	-4.8	-1.4	1.0	-22.9	12.4	1.2	2.8	6.1	-4.8
#15 COc1cc(CN2CCC(C(=O)N3CCN(c4ccccc4F)CC3)CC2)ccc1O
→ -24.3	0.0	1.8	-0.5	-57.4	-0.2	0.6	0.3	4.0	2.3
#16 COc1ccc(CCNC(=O)C2(C)CCC(=O)N2Cc2ccc3c(c2)OCO3)cc1OC (stereo unspecified)
→ 2.1	-2.7	2.0	-3.7	-21.8	0.1	-1.5	-5.6	-7.7	-6.3
#17 COc1ccccc1C1NC(=O)NC(C)=C1C(=O)OC1CCC(C)CC1 (stereo unspecified)
→ -3.1	-6.8	-0.7	-2.6	-37.5	0.3	-3.1	0.4	18.0	0.5
#18 CCC1=C(OC(=O)N(CC)CC)N2C(=O)OC(=NCc3ccccc3)[C@]2(C)[C@H]2C1=CC[C@H]1C(=O)NC(=O)[C@H]12
→ 8.1	/	/	-8.3	/	3.8	-3.0	17.3	-8.1	-1.9
#19 CC(C)(C)NC(=O)Cn1nnc(-c2ccccc2NC(=O)c2ccco2)n1
→ -7.1	0.2	-1.4	1.3	-45.1	-7.1	-2.0	-3.5	19.0	-10.7
#20 COc1cc(C(=O)N2CCc3ccccc32)cc(OC)c1OC
→ -0.6	1.9	-2.9	-9.6	-23.1	12.4	-5.4	2.8	-6.2	-7.0

Reprinted, nos. 17–18
Every second line gives: aSyn 5UTR inh	IEC-6 tox	HSP90 refold inh	HSF1 inhib	KLF5 inh	DYRK1A inh	GSK3 alpha inh	GSK3beta inhib	HSF-1 act	Platelet DG rel
#17 COc1ccccc1C1NC(=O)NC(C)=C1C(=O)OC1CCC(C)CC1 (stereo unspecified)
→ -3.1	-6.8	-0.7	-2.6	-37.5	0.3	-3.1	0.4	18.0	0.5
#18 CCC1=C(OC(=O)N(CC)CC)N2C(=O)OC(=NCc3ccccc3)[C@]2(C)[C@H]2C1=CC[C@H]1C(=O)NC(=O)[C@H]12
→ 8.1	/	/	-8.3	/	3.8	-3.0	17.3	-8.1	-1.9

Additional structures.
Every second line gives: aSyn 5UTR inh	IEC-6 tox	HSP90 refold inh	HSF1 inhib	KLF5 inh	DYRK1A inh	GSK3 alpha inh	GSK3beta inhib	HSF-1 act	Platelet DG rel
#21 O=C(CSc1nc2scc(-c3ccco3)c2c(=O)n1-c1ccccc1)NCC1CCCO1 (stereo unspecified)
→ 12.6	-10.6	9.4	0.4	-21.2	3.6	0.2	5.4	-17.2	1.5
#22 Cc1ccc(S(=O)(=O)N2CCC(=O)N(C(COCc3cccc(C)c3)C(C)C)CC2)cc1 (stereo unspecified)
→ -4.5	4.5	1.4	18.4	-1.9	33.5	-1.3	2.5	14.5	10.2
#23 CSCCC(NS(=O)(=O)c1ccc(C)cc1)C(=O)NCCc1c[nH]c2ccccc12 (stereo unspecified)
→ 5.3	2.9	2.0	6.0	-16.1	1.2	-1.7	-1.0	12.4	14.6
#24 CCCn1c2ccccc2c2cnn(CC(=O)N(CC)CC)c(=O)c21
→ 2.0	-0.5	2.5	10.2	-8.3	/	-1.0	-6.1	10.6	-10.3
#25 COc1ccccc1CNC(=O)C1CCN(S(=O)(=O)c2ccc3nc4c(c(C(=O)O)c3c2)CCCC4)CC1
→ 2.0	-0.1	-1.9	-3.5	-10.1	0.3	-0.6	3.5	-8.6	-6.5
#26 NCC(=O)CCC(=O)O
→ -6.1	/	/	2.2	/	-2.9	1.5	2.4	-8.1	-0.4
#27 Clc1cc(Cl)cc(Nc2ncn[nH]2)c1
→ 12.2	1.8	2.4	3.1	12.5	14.7	8.0	-0.3	-1.2	-2.7
#28 COc1ccc(C(=O)Nc2cc(C(F)(F)F)ccc2-n2cncn2)cc1
→ -8.8	4.8	4.7	-9.1	-4.9	1.6	0.1	1.0	-10.8	3.5
#29 COc1ccc(-c2noc(CN(C)S(=O)(=O)c3ccccc3)n2)cc1OC
→ 5.2	-1.2	1.8	3.2	0.8	15.2	-2.1	2.2	-20.7	14.5
#30 COc1cccc(/C=C/C(=O)OCC(=O)Nc2cccc(S(=O)(=O)N3CCCCC3)c2)c1OC
→ -6.6	7.4	-3.1	4.3	-21.6	-3.0	-0.8	6.3	16.5	8.4
#31 CCc1nnc(NC(=O)CCC(=O)NCc2ccccc2OC)s1
→ 7.9	0.2	-0.2	3.8	4.1	3.7	-3.4	-3.6	6.2	1.5
#32 Fc1ccc(NC(=S)Nc2cccc3cnccc23)cc1
→ -36.4	1.4	-6.4	18.0	-26.3	59.5*	12.3	-2.2	38.0	-5.8
#33 O=C(NC1CCCCCCC1)C1CCN(S(=O)(=O)N2CCC3(CC2)OCCO3)CC1
→ 4.7	-1.9	1.5	-8.5	-5.1	-4.3	-0.5	2.7	-14.3	2.9
#34 COc1ccc(-n2c(-c3ccc(C)cc3)n[nH]c2=S)cc1
→ 19.2	-8.2	2.1	-10.8	-4.2	-3.1	-2.4	1.4	0.5	0.1
#35 CC1CC2C3CCC4=CC(=O)C=CC4(C)[C@@]3(Cl)C(O)CC2(C)C1(O)C(=O)CO (stereo partly specified)
→ -16.6	/	/	-48.8	/	-1.8	0.9	4.2	-58.0	0.1
#36 Cn1c(=O)c2c(nc(SC3C(=O)CC(C)(C)CC3=O)n2C)n(C)c1=O
→ -0.9	/	/	-4.0	/	2.7	-0.4	3.9	3.3	-0.6
#37 COC(=O)CSc1nnc(SCc2ccc(Cl)cc2)s1
→ 31.4	-3.2	3.7	-0.6	-3.4	7.4	0.3	-2.1	1.0	-0.9
#38 O=C(CN1CCOCC1)Nc1ccc(Br)cn1
→ -19.8	1.3	1.2	-1.3	-27.7	10.8	-1.6	1.4	-8.7	-4.1
#39 COc1ccccc1CNC1CCCc2ccccc21 (stereo unspecified)
→ 26.1	3.7	-1.4	-5.3	-0.7	15.4	-0.7	0.4	-5.0	-0.7
#40 COc1ccc(C2=NS(=O)(=O)N(C)C(C(=O)N(C)Cc3ccccc3)=C2)cc1OC
→ 13.8	2.0	-3.1	-0.1	-17.7	14.2	/	0.0	-2.3	-0.1
#41 O=C(NCCc1ccccc1)C1CCN(C(=O)Nc2ccccc2)CC1
→ -66.1	/	/	5.2	/	-9.8	-2.1	-0.5	1.2	-14.2
#42 COC(=O)c1cn(Cc2ccc(C(F)(F)F)cc2)cc(F)c1=O
→ -8.5	-4.4	0.4	1.6	3.6	-1.0	-1.0	-1.7	-11.1	43.5
#43 CC(C)(C)OC(=O)N1CCC(C(=O)N[C@H](C(=O)O)c2ccccc2)(c2ccccc2)CC1
→ -2.8	0.4	1.9	-1.4	-19.1	-1.9	-1.5	-0.8	10.5	-2.5
#44 Cn1nc(C(=O)N2CCN(C(c3ccccc3)c3ccccc3)CC2)c2ccccc2c1=O
→ 25.6	-1.9	2.3	-2.2	-2.8	6.2	0.0	-0.4	-14.5	0.9
#45 Cc1cc(C)cc(NC(=O)COC(=O)CCCNC(=O)c2ccc(Cl)cc2)c1
→ 11.5	-0.9	-6.3	2.3	-21.7	-2.8	0.2	-2.7	-13.2	6.8
#46 CCC(=O)Oc1ccc(/C(CC)=C(\CC)c2ccc(OC(=O)CC)cc2)cc1
→ -5.5	-6.4	2.0	-4.7	-17.6	7.8	-4.8	3.0	-8.8	-3.5
#47 CC(=O)c1cc(CN2CCC(N3CCC(C(=O)NC(C)C)CC3)CC2)cs1
→ -0.8	-1.8	-1.1	-11.8	-25.6	-2.5	-2.7	0.9	1.1	-3.3
#48 COc1ccc(C2C(C(=O)N3CCOCC3)=C(C)NC3=C2C(=O)CC(C)(C)C3)c(OC)c1 (stereo unspecified)
→ 10.9	-3.2	0.4	-22.4	-11.8	5.2	-0.4	-1.3	-38.5	2.1
#49 CCOC(=O)C1CCN(C(=O)/C(=C/c2ccccc2)NC(=O)c2ccccc2)CC1
→ 12.1	2.1	-0.9	-3.6	-8.0	3.1	-0.1	0.3	-5.5	13.5

Source: PubChem BioAssay
